Compound activity (PubChem BioAssay)
JMJD2A Tudor inh: inhibitors of human JMJD2A Tudor domain; O75164; AlphaScreen JMJD2A-Tudor / H3K4me3 peptide binding; Potency, µM (titrated, usually from 114 µM), for the others: at the highest dose activity change, negative = inhibition, hits mostly inhibitors; 390,000 compounds, 4.4% hits; AID 504339; further: on the % scale 0 is the no-effect control and ±100 the full control effect; nearly all actives have a fitted effect of over 50% in size
12-LOX inh: ALOX12 (human) lipoxygenase inhibition | purified 12hLO, xylenol orange hydroperoxide absorbance | Potency, µM (series often up to 108 µM), for the others: at the highest dose activity change, negative = inhibition, actives largely listed as inhibitors | 580,000 compounds, 1.1% hits | AID 1671190 | P18054; further: on the % scale 0 is the no-effect control and ±100 the full control effect
Target sequence (P18054 whole entry, looked up): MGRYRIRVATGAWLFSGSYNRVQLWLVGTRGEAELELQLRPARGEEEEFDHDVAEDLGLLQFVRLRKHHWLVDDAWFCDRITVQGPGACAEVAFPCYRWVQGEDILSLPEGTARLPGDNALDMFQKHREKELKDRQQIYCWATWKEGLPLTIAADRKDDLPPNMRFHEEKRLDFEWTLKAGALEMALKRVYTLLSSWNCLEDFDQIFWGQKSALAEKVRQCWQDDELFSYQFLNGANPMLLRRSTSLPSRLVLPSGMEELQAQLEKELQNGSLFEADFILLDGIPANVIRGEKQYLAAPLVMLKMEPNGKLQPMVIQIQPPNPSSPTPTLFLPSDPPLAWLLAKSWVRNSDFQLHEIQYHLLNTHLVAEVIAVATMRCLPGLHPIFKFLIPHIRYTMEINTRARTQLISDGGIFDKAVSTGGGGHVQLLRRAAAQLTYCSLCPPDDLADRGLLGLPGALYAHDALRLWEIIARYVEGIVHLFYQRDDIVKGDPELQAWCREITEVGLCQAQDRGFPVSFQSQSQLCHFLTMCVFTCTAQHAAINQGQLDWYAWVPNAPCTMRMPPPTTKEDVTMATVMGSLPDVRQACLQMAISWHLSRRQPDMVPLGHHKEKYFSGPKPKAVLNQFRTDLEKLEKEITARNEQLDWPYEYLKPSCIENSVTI
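Hydroperoxide product was detected by ferrous iron/xylenol orange as the 573 to 405 nm absorbance ratio. Arachidonic acid at 40 uM (final) was turned over for 30 min at room temperature by 150 nM human 12hLO, pH 7.0 Hepes buffer, after 15 min compound preincubation.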
GLS inh: blocks human kidney-isoform glutaminase activity; GLS enzymatic activity, qHTS titration; Potency, µM (doses to about 45.5 µM), inactives show at the highest dose activity change, negative = inhibition, actives largely listed as inhibitors; O94925; 410,000 compounds, 0.21% hits; further: on the % scale 0 is the no-effect control and ±100 the full control effect
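Enzyme dispensed in phosphate buffer (45 mM, pH 8.2, 0.02% Tween-20), compounds pinned in, then 1 mM L-glutamine solution and the glutamate oxidase–HRP–Amplex Red mix added; fluorescence read immediately and again after 30 min at room temperature.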
rTrxR1 inhibitor: inhibitors of rat thioredoxin reductase 1. 390,000 compounds, 1% hits. recombinant rTrxR1, NADPH fluorescence consumption, selenite substrate. Potency, µM (top dose mostly 114 µM), for the others: at the top dose activity change, negative = inhibition, usual class: inhibitors. AID 588453; further: on the % scale 0 is the no-effect control and ±100 the full control effect; nearly all actives have a fitted effect of over 65% in size
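Rat TrxR1 (90 nM in the dispensed reagent) was pre-reduced with 400 uM NADPH for 5 min at room temperature, then incubated with compound for 15 min. After 400 uM selenite was added, NADPH fluorescence (Ex 340/Em 450 nm) was followed for 8 min.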
ERG Ets-DNA blk: inhibitors of human ERG Ets domain-DNA interaction; 370,000 compounds, 0.028% hits; P11308; Potency, µM (highest dose often 76.9 µM), inactives show at the highest dose FP activity, negative = inhibition, actives largely listed as inhibitors; fluorescence polarization, His-ERG Ets domain / labelled DNA; active means well fitted inhibition curve with a large enough effect in the polarisation, with a control signal flat; inconclusive means small, poorly fitted or top-dose-only effect, or effect the other way, or a change in a side signal; inactive means no such curve, though single readings can be large or run the other way; the % refers to the polarisation;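 further: polarization taken with two DNA probes labelled with fluorescein and Texas red; % of control where 0% means no effect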
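His-tagged ERG Ets domain (1 uM in the protein solution; 300mM KCl, 50mM Tris-HCl, 1mM EDTA, 1mM DTT, pH 7.5) received compound, then a probe mix of 5 nM fluorescein-DNA and 100nM Texas-615-DNA. Fluorescence polarization was read for both dyes.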
PGK inhibitor: blocks T. brucei phosphoglycerate kinase; Potency, µM (titrated, usually from 57.5 µM), for the others: top-dose activity change, negative = inhibition, actives largely listed as inhibitors; PGK/GAPDH coupled, Kinase-Glo luminescence, 60 min; 380,000 compounds, 0.043% hits; AID 602233; further: on the % scale 0 is the no-effect control and ±100 the full control effect; nearly all actives have a fitted effect of over 60% in size
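Luminescent ATP detection (Kinase-Glo Plus) follows a 60-minute room-temperature incubation, with wells lacking PGK as controls. Buffer: 100 mM TEA (pH 7.6), 5 mM MgCl2, 0.01% Tween-20. Coupling enzyme GAPDH (100 nM final) supplies unstable 1,3-BPG in-well.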
HP1b binding inh: blocks HP1-beta chromodomain binding to methylated histone tails; 390,000 compounds, 0.56% hits; AID 540317; AlphaScreen HP1-beta / biotin-H3K9me3 peptide binding; Potency, µM (top dose mostly 114 µM), inactives show top-dose activity change, negative = inhibition, hits mostly inhibitors; P83916; further: nearly all actives have a fitted effect of over 70% in size; inactives centre near 23
Target sequence (P83916 whole entry, looked up): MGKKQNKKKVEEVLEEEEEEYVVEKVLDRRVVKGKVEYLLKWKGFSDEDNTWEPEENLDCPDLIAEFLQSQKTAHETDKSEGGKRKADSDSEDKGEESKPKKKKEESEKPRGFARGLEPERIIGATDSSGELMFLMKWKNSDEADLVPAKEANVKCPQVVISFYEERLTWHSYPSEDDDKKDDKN
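HP1-beta protein (50 nM final) preincubated 30 min at room temperature with biotinylated H3(1-18)K9me3 peptide (50 nM) in PBS pH 7.4, 0.01% Tween-20, then compound added for 30 min. AlphaScreen streptavidin donor/nickel chelate acceptor beads (10 ug/mL final), 30 min dark, luminescence read.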
Pin1 inhibitor: inhibitors of human Pin1. Q13526. Pin1 FP peptide displacement, HiFluor488, 10 min. Potency, µM (highest dose often 115 µM), without a hit: at the highest dose activity, negative = inhibition, most hits filed as inhibitors. 390,000 compounds, 0.009% hits; active means well fitted inhibition curve with a large enough effect in the polarisation, with a control signal flat, not every such curve was filed as active; inconclusive means small, poorly fitted or top-dose-only effect, or effect the other way, or a change in a side signal; inactive means no such curve, though single readings can be large or run the other way; the % refers to the polarisation; further: on the % scale 0 is the no-effect control and ±100 the full control effect
Target sequence (Q13526 whole entry, looked up): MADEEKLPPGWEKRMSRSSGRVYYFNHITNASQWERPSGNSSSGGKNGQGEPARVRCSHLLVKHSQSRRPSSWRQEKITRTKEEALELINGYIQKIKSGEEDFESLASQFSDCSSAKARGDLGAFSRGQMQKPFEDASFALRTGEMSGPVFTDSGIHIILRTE
RGS4 inh: blocks human RGS4-accelerated GTP hydrolysis. Transcreener GDP fluorescence polarization, RGS4-accelerated GTP hydrolysis. Potency, µM (top dose mostly 114 µM), for inactives: at the top dose activity change, negative = inhibition, actives largely listed as inhibitors. 390,000 compounds, 0.039% hits; further: on the % scale 0 is the no-effect control and ±100 the full control effect; nearly all actives have a fitted effect of over 75% in size; some results filed as inactive show a strong effect at the top dose
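MLSMR compounds (23 nl, pin-transferred) preincubated 10 min at room temperature with a 500nM (2x) first reagent, then RGS4 at 900nM (2x) plus Transcreener GDP mix added; fluorescence polarization (620/688 nm) read before and after 90 min at 30 °C.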
* hit, by the source's call; [ ] = dose if it differs, or a comment. Unless noted, the call rests on the fitted dose curve; in most records, active means well fitted curve in the direction sought with a large enough effect; inconclusive means small, poorly fitted or top-dose-only effect, or another doubt; inactive means no such curve, though single readings can be large; an effect the other way counts as inactive or inconclusive. Potency means the concentration at half of the fitted maximal effect. Not all compounds are listed. The share of hits here may be higher or lower than overall.

What do the screens show for `Cc1ccc(NC(=O)NCc2cccn2Cc2ccccc2)cc1F`?
JMJD2A Tudor inh: -21%; 12-LOX inh: -8%; GLS inh: -2%; rTrxR1 inhibitor: -5%[57.1 µM]; ERG Ets-DNA blk: -2%; PGK inhibitor: inactive; HP1b binding inh: 13%; Pin1 inhibitor: 0%; RGS4 inh: -12%

What do the screens show for `O=C(C1CC1)N1CCN(c2nc3c(Cl)cccc3s2)CC1`?
JMJD2A Tudor inh: -1%; 12-LOX inh: inconclusive; GLS inh: -11%; rTrxR1 inhibitor: 25%[57.1 µM]; ERG Ets-DNA blk: -2%; PGK inhibitor: 0%; HP1b binding inh: 11%; Pin1 inhibitor: -1%; RGS4 inh: 19%

How did CN(c1ccccc1C(=O)Nc1ccc(S(=O)(=O)N2CCCCC2)cc1)S(C)(=O)=O do in these assays?
JMJD2A Tudor inh: -2%; 12-LOX inh: inconclusive; GLS inh: 5%; rTrxR1 inhibitor: -22%; ERG Ets-DNA blk: 3%; PGK inhibitor: -5%; HP1b binding inh: 29%; Pin1 inhibitor: 1%; RGS4 inh: -19%

What do the screens show for `N#CCCCCn1c(-c2cncs2)nc2ccccc21`?
JMJD2A Tudor inh: -21%; 12-LOX inh: 0%; GLS inh: -6%; rTrxR1 inhibitor: -1%[57.1 µM]; ERG Ets-DNA blk: 3%; PGK inhibitor: -2%; HP1b binding inh: 3%; Pin1 inhibitor: 10%; RGS4 inh: 16%

What do the screens show for `CC(C)CNc1cc(N2CCCC2)ccc1[N+](=O)[O-]`?
JMJD2A Tudor inh: inconclusive; 12-LOX inh: -4%[57.4 µM]; GLS inh: 2%; rTrxR1 inhibitor: 14%; PGK inhibitor: -8%; HP1b binding inh: -28%; Pin1 inhibitor: 8%; RGS4 inh: -20%

What do the screens show for `N#CCSc1nnc(-c2ccc(S(=O)(=O)N3CCOCC3)cc2)n1CC1CCCO1` (configuration not stated)?
JMJD2A Tudor inh: 89µM*; 12-LOX inh: 0%; GLS inh: 5%; rTrxR1 inhibitor: 28%; ERG Ets-DNA blk: -2%; PGK inhibitor: -1%; HP1b binding inh: 18%; Pin1 inhibitor: -8%; RGS4 inh: 17%

What do the screens show for `COc1ccc2[nH]c(=O)c(CN(CC3CCCO3)C(=S)Nc3ccccc3)cc2c1` (configuration not stated)?
JMJD2A Tudor inh: -19%; 12-LOX inh: -6%; GLS inh: -2%; rTrxR1 inhibitor: 16%; ERG Ets-DNA blk: -12%; PGK inhibitor: -10%; HP1b binding inh: 11%; Pin1 inhibitor: 3%; RGS4 inh: 11%

What do the screens show for `CN(CCO)c1nc(NCc2ccccc2)c2cnn(C)c2n1`?
JMJD2A Tudor inh: -5%; 12-LOX inh: 31%[activator]; GLS inh: -2%; rTrxR1 inhibitor: 4%; ERG Ets-DNA blk: 2%; PGK inhibitor: 7%; HP1b binding inh: 40%[activator]; Pin1 inhibitor: 1%; RGS4 inh: -1%

Results for CC(=O)c1ccc(NC(=O)CN2C(=O)CCc3cc(S(=O)(=O)N4CCC(C)CC4)ccc32)cc1 ?
JMJD2A Tudor inh: inconclusive; 12-LOX inh: inconclusive; GLS inh: -25%; rTrxR1 inhibitor: 5%[57.1 µM]; ERG Ets-DNA blk: 0%; PGK inhibitor: 25µM*; HP1b binding inh: inconclusive; Pin1 inhibitor: -2%; RGS4 inh: 0%

What do the screens show for `COc1ccc2nc(NC(=O)C3=NN(c4ccccc4)C(=O)CC3)sc2c1`?
JMJD2A Tudor inh: inconclusive; 12-LOX inh: inconclusive; GLS inh: -10%; rTrxR1 inhibitor: 12%; ERG Ets-DNA blk: -2%; PGK inhibitor: -4%; HP1b binding inh: 14%; Pin1 inhibitor: 4%; RGS4 inh: -23%

What do the screens show for `Cc1cc(Nc2ccccc2)n(CCO)n1`?
JMJD2A Tudor inh: 22%; 12-LOX inh: -12%; rTrxR1 inhibitor: 21%; ERG Ets-DNA blk: 0%; PGK inhibitor: -5%; HP1b binding inh: 27%; Pin1 inhibitor: -2%; RGS4 inh: 6%

What do the screens show for `Cc1cc(C)c(-c2cc(NC(=O)COC(=O)c3ccc(C#N)cc3)n(-c3ccccc3)n2)cc1C`?
JMJD2A Tudor inh: -11%; 12-LOX inh: -21%; GLS inh: 4%; rTrxR1 inhibitor: 15%; ERG Ets-DNA blk: -5%; PGK inhibitor: 8%; HP1b binding inh: 28%; Pin1 inhibitor: 31%[activator]; RGS4 inh: 0%

Results for O=C(CSc1oc(-c2cccs2)nc1S(=O)(=O)c1ccc(F)cc1)NCC1CCCO1 (configuration not stated) ?
JMJD2A Tudor inh: -30%; 12-LOX inh: inconclusive; GLS inh: 1%; rTrxR1 inhibitor: -5%[57.1 µM]; ERG Ets-DNA blk: -1%; PGK inhibitor: -7%; HP1b binding inh: 30%; Pin1 inhibitor: 14%; RGS4 inh: -36%

How did Cc1ccc(OC(C)C(=O)Nc2ccc3c(c2)n(C)c(=O)n3C)cc1C (configuration not stated) do in these assays?
JMJD2A Tudor inh: -10%; 12-LOX inh: 2%; GLS inh: 1%; rTrxR1 inhibitor: 33%; ERG Ets-DNA blk: 12%; PGK inhibitor: -9%; HP1b binding inh: 29%; Pin1 inhibitor: -6%; RGS4 inh: 14%

How did COC(=O)CSC1=C(C#N)C(c2sccc2C)CC(=O)N1 (configuration not stated) do in these assays?
JMJD2A Tudor inh: 6%; 12-LOX inh: 1%; GLS inh: 16%; rTrxR1 inhibitor: 9%[57.1 µM]; ERG Ets-DNA blk: 10%; PGK inhibitor: 0%; HP1b binding inh: 21%; Pin1 inhibitor: 1%; RGS4 inh: 3%

What do the screens show for `Cc1ccc(C)c(NC(=O)c2ccc(CN3CC(=O)N4CCCCC4C3=O)cc2)c1` (configuration not stated)?
JMJD2A Tudor inh: -6%; 12-LOX inh: -11%; GLS inh: -11%; rTrxR1 inhibitor: 10%; ERG Ets-DNA blk: -8%; PGK inhibitor: -10%; HP1b binding inh: 32%; Pin1 inhibitor: -7%; RGS4 inh: 14%

How did Cc1ccccc1CN(c1ccc(C(=O)NCc2cccnc2)cc1)S(C)(=O)=O do in these assays?
JMJD2A Tudor inh: 7%; 12-LOX inh: -4%; GLS inh: 3%; rTrxR1 inhibitor: -1%; ERG Ets-DNA blk: 1%; PGK inhibitor: -6%; HP1b binding inh: 37%; Pin1 inhibitor: 0%; RGS4 inh: -8%

What do the screens show for `COc1ccc(S(=O)(=O)c2cnc(SCC(=O)Nc3cc(F)ccc3C)[nH]c2=O)cc1Cl`?
JMJD2A Tudor inh: inconclusive; 12-LOX inh: -31%; GLS inh: 6%; rTrxR1 inhibitor: -12%; ERG Ets-DNA blk: 3%; PGK inhibitor: inconclusive; HP1b binding inh: -2%; Pin1 inhibitor: -1%; RGS4 inh: -17%

How did CC(NCc1ccc(S(N)(=O)=O)cc1)C(=O)NCc1ccccc1 (configuration not stated) do in these assays?
JMJD2A Tudor inh: 7%; 12-LOX inh: -32%; GLS inh: -9%; rTrxR1 inhibitor: 8%; ERG Ets-DNA blk: -11%; PGK inhibitor: inactive; HP1b binding inh: 42%[activator]; Pin1 inhibitor: 0%; RGS4 inh: -2%

Results for COc1ccc(/C=C/C(=O)c2ccc(OC)cc2O)cc1 ?
JMJD2A Tudor inh: -29%; 12-LOX inh: 2%; GLS inh: 1%; rTrxR1 inhibitor: 16%[57.1 µM]; ERG Ets-DNA blk: 3%; PGK inhibitor: -1%; HP1b binding inh: 15%; Pin1 inhibitor: -6%; RGS4 inh: 14%

How did O=C(Cc1cccs1)N/N=C/c1ccco1 do in these assays?
JMJD2A Tudor inh: 3%; 12-LOX inh: -5%; GLS inh: -3%; rTrxR1 inhibitor: -19%; ERG Ets-DNA blk: 0%; PGK inhibitor: -3%; HP1b binding inh: 26%; Pin1 inhibitor: -9%; RGS4 inh: -5%

What do the screens show for `COc1ccc(NCC(=O)Nc2ccc(C#N)cc2)cc1Cl`?
JMJD2A Tudor inh: -26%; 12-LOX inh: inconclusive; GLS inh: 0%; rTrxR1 inhibitor: 2%; ERG Ets-DNA blk: -2%; PGK inhibitor: -1%; HP1b binding inh: 19%; Pin1 inhibitor: 0%; RGS4 inh: inconclusive

Results for CC(=O)[C@@]1(O)[C@H](C)CC2C3CC=C4CC(OP(=O)(O)O)CC[C@]4(C)C3CC[C@@]21C (some centres not stated) ?
JMJD2A Tudor inh: -17%; 12-LOX inh: 0%; GLS inh: -4%; rTrxR1 inhibitor: 16%; ERG Ets-DNA blk: -17%; HP1b binding inh: 71%[activator]; Pin1 inhibitor: -19%; RGS4 inh: -19%

Results for CCCCCCCC(=O)NNC(=O)CC(=O)Nc1ccccc1C(=O)O ?
JMJD2A Tudor inh: -19%; 12-LOX inh: 9%; GLS inh: 17%; rTrxR1 inhibitor: -11%; ERG Ets-DNA blk: -2%; PGK inhibitor: 3%; HP1b binding inh: 29%; Pin1 inhibitor: -8%; RGS4 inh: -9%
